# High-throughput results as filed in PubChem.
# Pf apPOL block = Pf-apPOL DNA polymerase inhibition; Recombinant Pf-apPOL, molecular beacon fluorescence, 1.5 h; inhibition, % at 10 µM; actives 0.25% (n = 210,000); AID 1794808
# mHTT-CaM PPI inh = disrupts binding of mutant huntingtin to calmodulin; inhibition, % at 15 µM; AlphaScreen His-mHTT/GST-CaM binding, luminescence; actives 3.6% (n = 190,000);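 note: 0% = both proteins with DMSO and 100% = one protein alone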
# Starred values were filed as active, the others as inactive; x = no result given; & = joins results of further samples. Cut-off read from the data, not from the text of the source: active = inhibition above about 50%; inactive = the rest. The list is partial; the hit share may differ from the screen's.
SMILES,Pf apPOL block,mHTT-CaM PPI inh
CC(C)(C)C(=O)Nc1ccc(N2CCN(C(=O)c3cccc(Cl)c3)CC2)nc1,-6,-2
CC1CCCN(c2c3c(nc4ccccc24)CCCC3)C1 (stereo unspecified),0,-2
CCOc1ccc(-c2nc3ccccc3c(=O)o2)cc1,0,5
Cc1ccc(NC(=O)N2CCCC(CCC(=O)NCc3cccc(Cl)c3)C2)cc1 (stereo unspecified),-9,-3
O=C(Nc1cccc(F)c1)C1CCCN(c2ncc(-c3cccc(F)c3)cn2)C1 (stereo unspecified),5,-5
CCc1nc(C2CCCN(C(=O)c3ccc(Br)o3)C2)n[nH]1 (stereo unspecified),14,2
COc1ccc(C2=CC(c3ccc(Cl)cc3)n3nnnc3N2)cc1 (stereo unspecified),3,34
O=C(NCc1cccnc1)c1cc(=O)[nH]c2ccc(S(=O)(=O)N3CCCCCC3)cc12,-5,7
O=[N+]([O-])c1ccc(C23CC4CC(CC(Cl)(C4)C2)C3)cc1,-8&-8,-9&2
Nc1nnc(-c2ccccc2)s1,3&-1,-8
O=S(=O)(Nc1cccc(Cl)c1)c1cccnc1,-1,3
O=C(NC(=O)c1c(Cl)cccc1Cl)Nc1ncc(C(F)(F)F)cc1Cl,6&-5,x
Cc1cc(Cl)ccc1OCCCC(=O)Nc1ncccn1,-4,-3
N#Cc1c(Nc2ccccc2)[nH]c(=O)[nH]c1=O,-12,x
CC(C)(C)Cc1nnc(NC(=O)c2cccc(Cl)c2)s1,1,-3
CCOC1=NN(c2ccc([N+](=O)[O-])cc2)C(=O)/C1=C/c1cc(OC)c(OC)cc1OC,4,8
CC(C)CN1CCn2cc(C(=O)NCc3cccc(Cl)c3)nc2C1,-4,8
Cc1cc(C)cc(N2C(=O)C(N3C(=O)c4ccccc4C3=O)C2c2ccc(F)cc2)c1 (stereo unspecified),-3,3
CCN1CCN(CC(=O)Nc2ccc(C)cc2C)C(=O)C1=O,2,1
Cc1ccc(S(=O)(=O)N2CCSC2c2ccc(Cl)cc2)cc1[N+](=O)[O-] (stereo unspecified),6,10
c1cn(CCCNc2nc(N3CCOCC3)c3n[nH]nc3n2)cn1,-3,-13
Cc1nnc(SCC(=O)Nc2ccc(F)cc2F)s1,4,-5
COc1ccc(C(=O)N2CCC(c3noc(N)c3C)CC2)cn1,0,-10
COc1cc2c(cc1OC)CC(O)c1cc(OC)c(OC)cc1C2 (stereo unspecified),1,6
O=c1ccc(S(=O)(=O)N2CCCCC2)cn1CCc1ccccc1,-2,2
# Next part:
SMILES,Pf apPOL block,mHTT-CaM PPI inh
COc1cc(OC)c(N2C=C(C#N)S(=O)(=O)c3ccc(F)cc32)cc1Cl,0,0
COc1ccccc1NC(=O)c1ccc(C(=O)c2ccccc2)o1,0,4
Cc1cc2n(n1)CCC(=O)N2CCCC(=O)NCCCN1CCC(N2CCCCC2)CC1,-4,-2
CCCOc1cccc(C(=O)Nc2cccc(Br)c2)c1,-6,-103
COc1ccc(-c2nc3nnc(C)n3[nH]2)c(OC)c1,-1&-7,2&-1
O=C(NC1CC1)c1cc2cc(Cl)ccc2[nH]1,-3,-2
Cc1ccc(C2C(C#N)=C(N)Oc3n[nH]c(-c4ccccc4)c32)s1 (stereo unspecified),-3,13
CCN(CC)CCNC(=O)CSc1nc2nc(C)c(Cc3c(F)cccc3Cl)c(C)n2n1,-4,5
CCOC(=O)C[C@H]1c2ccccc2S(=O)(=O)N1Cc1cc(OC)c(OC)c(OC)c1,-5,2
CCSC1=C(C#N)C(CC(C)C)C2=C(CCCC2=O)N1 (stereo unspecified),2,-16
O=C1OC(Nc2ccc(S(=O)(=O)Nc3ccc(Cl)nn3)cc2)c2ccccc21 (stereo unspecified),-2,-43
COc1ccccc1NC(=O)C1C2C3CCC(C3)C12 (stereo unspecified),0,-11
CC(=NCc1ccco1)c1c(CSc2ccc(C)cc2)[nH]n(-c2nc3ccccc3s2)c1=O,0,13
NC(CC(=O)O)c1ccccc1 (stereo unspecified),2,-9
COc1ccc(CN2CCCC(O)C2)cc1C (stereo unspecified),0,-3
CC(=O)N1CCN(C2=NC(=O)/C(=C/c3ccccc3OC(C)C)S2)CC1,-18,1
O=C(Cc1c[nH]c2ccccc12)N1CCCC(c2n[nH]c(C3CC3)n2)C1 (stereo unspecified),1,19
N#CCOc1ccccc1/C=C1\Sc2ccccc2C1=O,-4,-2
CCC1(C)CC(=O)NC1=O (stereo unspecified),-8,x
COc1ccc(C2=C/C(=C\c3ccc(C)c(OC)c3)C(=O)O2)c(OC)c1,9,-10
CCn1c2ccccc2c2cc(NC(=O)C(=O)Nc3cccc(C)n3)ccc21,-6,-4
O=C(c1cccc(C#Cc2ccccc2)c1)N1CCN(c2ccccn2)CC1,-1,20
CC1CC(C)CN(c2cc3c(cc2[N+](=O)[O-])C(=O)N(c2ccc(F)cc2)C3=O)C1 (stereo unspecified),-1,9
COc1cc(OC)c(-c2nnc(-c3ccc(OC)c(OC)c3OC)o2)cc1OC,2,12
CC(C)Oc1ccc(CNC(=O)CCc2cccc3[nH]ccc23)cc1,1,38

# Three of the compounds above, with each value named.
> COc1cc(OC)c(N2C=C(C#N)S(=O)(=O)c3ccc(F)cc32)cc1Cl
  Pf apPOL block = 0
  mHTT-CaM PPI inh = 0

> CCN(CC)CCNC(=O)CSc1nc2nc(C)c(Cc3c(F)cccc3Cl)c(C)n2n1
  Pf apPOL block = -4
  mHTT-CaM PPI inh = 5

> COc1ccccc1NC(=O)C1C2C3CCC(C3)C12 (stereo unspecified)
  Pf apPOL block = 0
  mHTT-CaM PPI inh = -11

# Other records:
SMILES,Pf apPOL block,mHTT-CaM PPI inh
COc1ccc(-c2ccnc(SC)n2)cc1,-1,x
O=C(CSc1nc2c(cnn2CCO)c(=O)[nH]1)Nc1ccccc1C(F)(F)F,2,-8
CCCCNC(=O)CSc1nc(NCCc2ccc(OC)c(OC)c2)c2ccccc2n1,-5,10
CCSc1ccccc1C(=O)N1CCC(c2nnc(-c3ccco3)o2)CC1,-6,-12
O=C1CC(c2ccccc2)Sc2nc(C34CC5CC(CC(C5)C3)C4)nn21 (stereo unspecified),-2,2
CCOc1ccc(OCC)c(NC(=O)C2=C(C)C(=O)OC23CCCCCC3)c1,3,-3
O=C(c1ccc(OCC2CCCN(C(=O)c3ccc(Cl)cc3)C2)cc1)N1CCCCC1 (stereo unspecified),1,2
O=C(O)/C=C/c1ccc(-c2cccc(C(F)(F)F)c2)o1,1,11
COc1ccc(Cl)cc1-n1c(SCc2cccc(F)c2)nc2[nH]ncc2c1=O,-7,35
Cc1cc(NC(=O)c2cc3ccccc3o2)n(-c2nc3ccccc3s2)n1,-5,-7
Cc1cc(Br)ccc1OCCN1CCN(C)CC1,-9,2
Cc1ccc(C(=O)NC(C)C2CC3CCC2C3)s1 (stereo unspecified),-4,-2
CS(=O)(=O)c1ccc2nc(NC(=O)COc3ccc(Cl)cc3)sc2c1,0&-17,17&34
CC1C(=O)N(c2ccc(Cl)cc2)CCN1C(=O)NC(C)(C)C (stereo unspecified),-2,-1
Cc1cc(NC(=O)c2ccc(C(C)(C)C)cc2)n(C)n1,-11,-2
N#CCSc1nc2ccccc2c(=O)n1Cc1ccccc1,-5,-1
CCOc1ccc(S(=O)(=O)Nc2cc(Br)c3oc4c(c3c2)C(=O)CCC4)cc1,-5,2
COc1ccccc1NC(=O)CC(C)c1ccccc1 (stereo unspecified),5,-7
CCN(CC)CCCNC(=O)C1CCN(Cc2cn(C)c3ccc(Cl)cc23)CC1,0,10
O=C(O)c1ccc(N2C(=O)/C(=C/c3ccc(Cl)cc3)C=C2c2ccccc2)cc1,-2,41
C=CCn1c(=N)c(C#N)cc2c(=O)n3ccccc3nc21,-14,-2
COc1ccc(N2CCN(C(=O)c3cccc(F)c3)C(C)C2=O)c(OC)c1 (stereo unspecified),-1,1
Oc1ccccc1-c1cncn1Cc1ccccc1,-4,x
CCCOc1ccc(C2C(=O)N(C3CCCCC3)CC(=O)N2Cc2ccco2)cc1OC (stereo unspecified),-9,16
CC(C)NC(=O)c1ccc(N2CCNC(c3ccccc3)C2)nc1 (stereo unspecified),-1,4
# Later entries
SMILES,Pf apPOL block,mHTT-CaM PPI inh
CCOc1ccc(C(=O)N2CCC(c3nc(C(=O)N(C)C)c(C)o3)CC2)cc1,-3,-2
Cc1cccc(OCC(=O)N2CCC(OCc3nc(C)no3)CC2)c1,-2,1
COc1ccc(NC(=O)Cc2cccs2)c(OC)c1,0,10
COc1c(Cl)cc(Cl)cc1C1C(C#N)=C(N)Oc2n[nH]c(-c3cccs3)c21 (stereo unspecified),0,74*
Cc1ccccc1-c1nc(CC(=O)N2CCCC2)cs1,-2,-5
Cc1cc(C)n(-c2cc(NCc3cccc(F)c3)ncn2)n1,-2,-3
Cc1ccc(N2C(=O)CC(NCC3CCCO3)C2=O)cc1 (stereo unspecified),-9,-7
COCCCNC(=O)c1ccc2c(c1)nc(C)n2-c1cccc(C)c1,33,3
CCOC(=O)c1c(C)oc(=O)c(Br)c1C,2,x
COc1ccc(N2C(=O)c3ccccc3NC2c2ccc(OC)cc2OC)cc1 (stereo unspecified),-3,-1
O=C(Cc1cccc(F)c1)N1CCCC(COc2ccc(C(=O)N3CCCC3)cc2)C1 (stereo unspecified),2,10
CCOCCCNC(=O)C(c1ccccc1)N(Cc1ccc2c(c1)OCO2)C(=O)CNC(C)=O (stereo unspecified),-2,-1
Cc1ccc(OCC(=O)O)c(Br)c1,-53,-3
Cc1cccc(-n2nc(C)c3sc(N4CCC(NC(=O)c5ccoc5)CC4)nc32)c1,-5,6
COc1cccc(N2C(=O)C3C4c5ccccc5C(CO)(c5ccccc54)C3C2=O)c1 (stereo unspecified),-1,11
N#Cc1ccc(C(=O)N2CCC3(CC2)NC(=O)N(Cc2ccc(Cl)cc2)C3=O)cc1,-2,20
CCn1cnc2ccc(-c3noc(COc4ccccc4)n3)cc21,-5,35
CC1CCCC(C)N1C(=O)c1cc(-c2ccc(Cl)c(Cl)c2)on1 (stereo unspecified),-6,-13
COc1ccc2nc(SCc3ccccc3OC)[nH]c2c1,-1,0
CC(C)C(=O)N1CCN(c2ccc([N+](=O)[O-])c(NCCc3ccccc3)c2)CC1,-6,33
O[C@H]1CN(CC2CCCCC2)[C@@H](c2ccc(Cl)cc2)C[C@@H]1n1cc(C2CC2)nn1,-4,54*
Cc1ccccc1C(=O)Nc1nnc(N=Cc2ccc(F)cc2)s1,-1,-1
NNC(=O)C1CCCCC1,x,-3
Cc1c(Cl)cccc1NC(=O)N1CCC(c2cc(=O)n3nccc3n2C)CC1,-1,-2
Nn1cnn2c(SCC(=O)Nc3ccc([N+](=O)[O-])cc3)nnc12,10,2
# Additional records.
SMILES,Pf apPOL block,mHTT-CaM PPI inh
CCOC(=O)N1CCN(c2cc(C)c3ccc(Cl)cc3n2)CC1,0,-3
COc1ccc(C2=CC(c3ccc(OC)c(OC)c3OC)n3nnnc3N2)cc1 (stereo unspecified),-5,26
COc1ccccc1C(=O)N/C(=C/c1ccc2c(c1)OCO2)C(=O)NCCO,-8,0
CNc1nccc(N2CCC(CC(=O)N(C)C)CC2)n1,0,0
CC(=O)Nc1c(F)cc(F)cc1C#N,-15,x
CCCC12CCC(NC(C)=O)(CC1)CC2,-11,0
Cc1ccccc1NCN1C(=O)C2CC=CCC2C1=O (stereo unspecified),4,4
CC(=O)Nc1ccc(S(=O)(=O)Nc2ccc(C)c([N+](=O)[O-])c2)cc1,-2,12
CC1CCCN(C(=O)c2nc3ccccn3c2-c2ccsc2)C1 (stereo unspecified),-2,-8
CC(C)c1nnc(C2CCN(C(=O)c3cnc4ccccc4n3)CC2)o1,-7,100*
COc1ccc(N2CCN(C(CNC(=O)C3CC3)c3ccco3)CC2)cc1 (stereo unspecified),-3,-4
Cc1nn(C)cc1CN(C)C(=O)c1sc2cc([N+](=O)[O-])ccc2c1Cl,1,2
COc1ccc(-c2nnc(N3CCC(C(=O)NCc4ccccc4)CC3)o2)cc1,1,9
Cc1ccc2c(c1)C(CS(=O)(=O)NC1CCCC1)NC2 (stereo unspecified),-23,14
Cc1ccc(Nc2nc3ccccn3c(=O)c2C=Nc2ccc(Cl)cc2)cc1,-4,8
NNC(=O)CNC(c1ccccc1)c1cc(Br)ccc1NC(=O)c1ccccc1 (stereo unspecified),6,14
O=[N+]([O-])c1cc(C=Nc2ccc(-c3nc4ccccc4o3)cc2)cc([N+](=O)[O-])c1,-5,-3
CN(c1ccccc1)S(=O)(=O)c1ccc(C(=O)Nc2nnc(C3CC3)o2)cc1,-5,2
CCN(CC)c1ncc2c(n1)CCC(C(=O)N1CCN(Cc3ccc(C)c(C)c3)CC1)C2 (stereo unspecified),-6,29
COc1ccc(NS(=O)(=O)c2cc(Br)cc3c2N(C(C)=O)CC3)cc1Cl,1,25
O=C(Nc1ccc(Cl)cc1F)N1CCc2c(nc3cc[nH]n3c2=O)C1,-3,1

# 6 of the compounds above, bar-delimited.
Structure | Pf apPOL block | mHTT-CaM PPI inh
O=C(Cc1c[nH]c2ccccc12)N1CCCC(c2n[nH]c(C3CC3)n2)C1 (stereo unspecified) | 1 | 19
N#CCOc1ccccc1/C=C1\Sc2ccccc2C1=O | -4 | -2
CCC1(C)CC(=O)NC1=O (stereo unspecified) | -8 | x
COc1ccc(C2=C/C(=C\c3ccc(C)c(OC)c3)C(=O)O2)c(OC)c1 | 9 | -10
CCn1c2ccccc2c2cc(NC(=O)C(=O)Nc3cccc(C)n3)ccc21 | -6 | -4
O=C(c1cccc(C#Cc2ccccc2)c1)N1CCN(c2ccccn2)CC1 | -1 | 20

# Sorted by formula weight (rising): some entries from above
SMILES,Pf apPOL block,mHTT-CaM PPI inh
CC(=O)Nc1c(F)cc(F)cc1C#N,-15,x
CCN(CC)c1ncc2c(n1)CCC(C(=O)N1CCN(Cc3ccc(C)c(C)c3)CC1)C2 (stereo unspecified),-6,29
COc1ccc(NS(=O)(=O)c2cc(Br)cc3c2N(C(C)=O)CC3)cc1Cl,1,25

# 3 entries from above in a different format:
Compound	Pf apPOL block	mHTT-CaM PPI inh
COc1ccc(-c2nnc(N3CCC(C(=O)NCc4ccccc4)CC3)o2)cc1	1	9
Cc1ccc2c(c1)C(CS(=O)(=O)NC1CCCC1)NC2 (stereo unspecified)	-23	14
Cc1ccc(Nc2nc3ccccn3c(=O)c2C=Nc2ccc(Cl)cc2)cc1	-4	8
